# Screening results deposited in PubChem by The Scripps Research Institute Molecular Screening Center.
# CHRM1 antagonist – human CHRM1 antagonism; CHO-K1 hM1, Fluo-8 calcium fluorescence, ACh EC80 antagonist; inhibition, % at 3 µM; hit rate 1.3% among 360,000;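 active means percent inhibition above its own plate's cutoff, namely the mean of that plate's compound wells plus 3 SD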;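 further: peak over basal fluorescence ratio during 140 s after agonist addition; 0% = ACh EC80 plus DMSO and 100% = DMSO alone without agonist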
# Target sequence (P11229 whole entry, looked up): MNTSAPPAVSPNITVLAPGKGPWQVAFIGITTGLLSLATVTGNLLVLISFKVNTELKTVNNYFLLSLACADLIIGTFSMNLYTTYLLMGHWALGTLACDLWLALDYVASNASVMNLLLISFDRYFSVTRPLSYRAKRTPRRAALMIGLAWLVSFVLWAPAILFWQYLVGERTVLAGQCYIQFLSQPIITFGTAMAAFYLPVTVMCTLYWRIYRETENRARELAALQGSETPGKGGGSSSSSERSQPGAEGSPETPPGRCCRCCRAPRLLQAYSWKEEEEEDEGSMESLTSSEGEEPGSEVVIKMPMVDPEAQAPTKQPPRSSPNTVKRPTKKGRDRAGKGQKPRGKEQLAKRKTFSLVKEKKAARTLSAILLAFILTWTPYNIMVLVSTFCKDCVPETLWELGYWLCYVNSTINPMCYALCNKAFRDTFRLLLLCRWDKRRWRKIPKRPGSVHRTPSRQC
# TAAR1 antag – antagonists of human TAAR1; CHO RD-HGA16 TAAR1, Fluo-8 calcium fluorescence, antagonist; inhibition, % at 3 µM; hit rate 1.5% among 360,000; AID 624466;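 active means inhibition above a per-plate cutoff, the mean inhibition of test compounds on that plate plus 3 SD, cut at about 49% in these data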;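 further: 0% = DMSO plus EC80 beta-PEA response and 100% = DMSO alone without agonist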
#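 Assay system: RD-HGA16 CHO cells with stable hTAAR1 and Gα16 / Reagent: EC80 β-phenethylamine stimulus / Doses: 3 µM, single point / Timing: dye loading 75 min at 37 °C, then 30 min room temperature / Measured by: Fluo-8 intracellular calcium dye fluorescence, real-time kinetic reads / Controls: vehicle wells and EC80 agonist wells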
# CHO parental Ca – counter-screen for OX1R antagonists: effect in parental CHO cells | AID 463079 | parental CHO-K1, ATP-induced calcium, Fluo-8 fluorescence | inhibition, % at 5.6 µM | hit rate 0.63% among 330,000;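 active means inhibition above that plate's mean sample inhibition plus 3 SD, cut at about 26% in these data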;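 further: 0% = ATP-challenged DMSO wells and 100% = DMSO wells without ATP; some compounds past the cut are filed as inactive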
#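 Material: Parental CHO cells | Reagent: ATP | Compound dosing: Single nominal dose of 5.6 µM per compound | Detection: Intracellular calcium via Fluo-8 no-wash fluorescent dye | Read-out: % inhibition of ATP-induced calcium mobilization | Benchmarks: Low control ATP plus DMSO, high control DMSO only | Replicates: Singlicate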
# OXTR ag – human OXTR agonism; P30559; CHO-OTR cells, Fluo-8 calcium fluorescence; normalized: DMSO 0%, oxytocin 100%; activation, % at 3 µM; hit rate 0.32% among 320,000; AID 2435;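 active means activation above the mean of all tested compounds plus 3 SD, cutoff set per screening run, cut at about 20% in these data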;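 further: peak over basal fluorescence ratio from a 100 s FLIPR kinetic read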
# CHRM1 agonist – agonists of human M1 muscarinic receptor. P11229. CHO-K1 hM1, Fluo-8 calcium fluorescence, agonist mode; 0% DMSO, 100% acetylcholine EC100. activation, % at 3 µM. hit rate 0.33% among 360,000;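 active means activation above the run's mean compound activation plus 3 SD, cut at about 16% in these data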;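 further: peak over basal fluorescence ratio within a 140 s kinetic read after compound addition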
# V1aR counter – activates human V1a receptor in oxytocin agonist counter-screen | CHO-V1R cells, Fluo-8 calcium fluorescence, agonist mode; 0% DMSO, 100% 3 nM vasopressin | activation, % at 3 µM | hit rate 0.25% among 320,000;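 active means activation above the mean activation of all tested compounds plus 3 SD, per screening run, cut at about 20% in these data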;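 further: signal is peak over basal fluorescence ratio across a 100 second FLIPR read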
# Target sequence (P37288 whole entry, looked up): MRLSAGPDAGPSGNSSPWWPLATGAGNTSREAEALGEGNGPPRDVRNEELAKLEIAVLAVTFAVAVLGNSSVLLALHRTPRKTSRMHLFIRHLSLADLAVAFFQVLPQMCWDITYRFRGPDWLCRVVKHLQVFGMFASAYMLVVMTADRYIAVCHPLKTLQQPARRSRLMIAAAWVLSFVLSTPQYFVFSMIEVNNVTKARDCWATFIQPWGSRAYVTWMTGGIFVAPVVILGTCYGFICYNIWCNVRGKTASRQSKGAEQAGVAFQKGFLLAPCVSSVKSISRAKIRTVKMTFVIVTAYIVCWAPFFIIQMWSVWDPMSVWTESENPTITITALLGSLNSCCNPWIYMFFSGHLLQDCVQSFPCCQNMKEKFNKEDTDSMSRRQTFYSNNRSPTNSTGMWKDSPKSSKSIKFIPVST
# CHRM1 PAM – positive allosteric modulators of human M1 muscarinic receptor; CHO-K1 hM1, Fluo-8 calcium fluorescence, ACh EC20; 0% = ACh EC20, 100% = maximal ACh; AID 588819; activation, % at 3 µM; P11229; hit rate 0.088% among 360,000; in the data active means activation above about 19%, passing the limit was not always enough
# OXTR potentiate – potentiates the human oxytocin receptor response; P30559; CHO-OTR cells, Fluo-8 calcium fluorescence, potentiator mode; 0% = oxytocin EC15, 100% = EC100; activation, % at 3 µM; hit rate 0.061% among 320,000;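 active means activation above that plate's cutoff, the mean activation of tested compounds plus 3 SD, cut at about 6.6% in these data, passing the limit was not always enough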;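 further: 100% uses oxytocin at 75 nM as the full agonist control; some results filed as inactive read as strong as hits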
#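 Measured by – Fluo-8 calcium dye fluorescence · Test system – human OTR in CHO cells · Dosing – one concentration, 3.0 µM compound · Controls – EC15 oxytocin alone as 0%, 75 nM oxytocin as 100% · Evaluation – normalized max/min fluorescence ratio, % activation · Timing – 6 min pre-incubation, 100 s read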
# TAAR1 ag – agonists of human TAAR1 | AID 624467 | CHO RD-HGA16 TAAR1, Fluo-8 calcium fluorescence; vehicle wells 0%, saturating PEA agonist 100% | activation, % at 3 µM | Q96RJ0 | hit rate 0.99% among 360,000;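 active means activation above the mean activation of all test compounds in the run plus 3 SD, cut at about 38% in these data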
#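 Test system: RD-HGA16 (CHO) cells co-expressing Gα16 and hTAAR1 / Benchmarks: DMSO vehicle as 0%, PEA at EC100 as 100% / Repeats: no replicates (n 1) / Measure: % activation from peak over basal fluorescence ratio, DMSO-to-PEA scaled / Timing: 17-24 h plating, Fluo-8 75 min 37 °C, 30 min RT / Technique: kinetic Fluo-8 calcium fluorescence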
# The depositor's hits bear a star; . = not tested or not shown.
SMILES,CHRM1 antagonist,TAAR1 antag,CHO parental Ca,OXTR ag,CHRM1 agonist,V1aR counter,CHRM1 PAM,OXTR potentiate,TAAR1 ag
COC(=O)CSc1nnc(-c2ccc(OC)c(OC)c2)o1,-6,13,-7,0.5,-6,0.0,8,-5,4
Cc1ccc([C@H]2C[C@H](n3cc(COC(=O)c4ccccc4)nn3)[C@@H](O)CN2CC2CCCCC2)cc1,-10,-24,.,.,0,.,12,.,0
S=c1[nH]nc(-c2ccc(Cl)cc2)n1-c1ccc2c(c1)OCCO2,0,-21,-12,-1.4,-6,0.1,-1,-3,0
COc1ccc(NC(=O)c2cc(-c3cccnc3)nc3ccc(C)cc23)cc1OC,1,19,.,.,-2,.,-4,.,12
Cc1cccn2c(/C=N/OCc3cccc(F)c3)c(-c3ccc(Cl)cc3)nc12,-27,-7,-12,-0.4,0,1.1,5,-2,1
CCOC(=O)c1ccc2nc(C)c(CC)c(Cl)c2c1,-5,-13,-16,0.0,-8,0.8,3,4,4
Cc1coc2c1c(C)cc1oc(=O)c(CC(=O)N[C@@H](CC(C)C)C(=O)O)c(C)c12,-1,-6,-2,0.2,2,0.6,11,-14,0
O=C1C(Cl)=C(N2CCOCC2)C(=O)N1c1cccc(Cl)c1,-4,-2,-11,-1.5,-1,0.1,8,0,16
O=C(Nc1ccccc1)c1cccc(N2C(=O)C3C4C=CC(C5CC45)C3C2=O)c1 (stereo not drawn),-2,24,-30,8.2,4,9.9,0,-14,8
C[C@@H]1CN([C@H](C)CO)C(=O)Cc2cc(NC(=O)CCC(F)(F)F)ccc2O[C@@H]1CN(C)C(=O)Nc1ccccc1,-6,-7,-5,3.5,-1,1.6,5,2,12
CCC1CCCCN1C(=O)c1cc2c(=O)n3cccc(C)c3nc2s1 (stereo not drawn),-7,.,-4,0.6,-4,2.3,10,-2,.
O=C(NNC(=O)c1ccccc1F)c1ccc2[nH]c(=O)c(=O)[nH]c2c1,-5,-2,-9,-0.4,-1,0.0,10,1,2
Cc1ccc2nc(N(CCCN(C)C)C(=O)c3cc(-c4cccs4)nc4ccccc34)sc2c1,-9,27,3,8.5,-1,10,6,-12,23
Cc1nc2sccn2c(=O)c1CCN1CCC(=C(c2ccccc2)c2ccc(F)cc2)CC1,.,.,2,-2.6,.,-1.0,.,-10,.
COc1cc(OC)c(C2C(C#N)=C(C)NC(C)=C2C#N)c(C(=O)O)c1,-3,-15,-12,0.1,-1,0.7,6,-1,0
Cc1nn(CCCC(=O)Nc2cccnc2Cl)c(C)c1[N+](=O)[O-],-15,22,-12,-0.5,-2,-0.5,5,1,1
CC1CCC(NC(=O)c2ccc3c(c2)OCO3)CC1 (stereo not drawn),-10,-25,-10,-1.6,-5,-1.0,8,-1,-1
COc1cc(OC)cc(-n2nnnc2SCC(=O)NC2CCCC2)c1,-9,-9,-11,-1.6,-5,0.1,8,1,3
COCCNC(=O)c1cn(C)c2ccccc2c1=O,6,-8,-2,0.4,-5,-0.3,-1,-10,1
O=C(O)c1cnc(-c2ccccc2)nc1Oc1ccc(Cl)cc1,-6,8,-4,0.8,-11,3.3,8,-9,4
CN(C(=O)CSc1nnc(-c2ccco2)n1N)C1CCCCC1,1,5,0,-0.2,-3,0.3,3,-10,1
COc1ccc(-c2csc(NC(=O)CN3C(=O)NC4(CCCC4)C3=O)n2)cc1OC,-13,13,-18,-1.1,0,-0.9,4,-4,5
Cc1ccccc1C(=O)NNC(=S)NC(=O)c1ccc(Cl)cc1Cl,18,109*,2,73*,85*,85*,-25,-14,181*
Cc1cnc(CN(C)Cc2c(C(=O)N3CCc4ccccc4C3)nc3ccc(Cl)cn23)[nH]1,-9,-4,-19,-1.3,-13,0.2,-7,-8,6

# Random excerpt: 3 entries already listed
SMILES,CHRM1 antagonist,TAAR1 antag,CHO parental Ca,OXTR ag,CHRM1 agonist,V1aR counter,CHRM1 PAM,OXTR potentiate,TAAR1 ag
CN(C(=O)CSc1nnc(-c2ccco2)n1N)C1CCCCC1,1,5,0,-0.2,-3,0.3,3,-10,1
CC1CCC(NC(=O)c2ccc3c(c2)OCO3)CC1 (stereo not drawn),-10,-25,-10,-1.6,-5,-1.0,8,-1,-1
Cc1nn(CCCC(=O)Nc2cccnc2Cl)c(C)c1[N+](=O)[O-],-15,22,-12,-0.5,-2,-0.5,5,1,1

# (next part)
SMILES,CHRM1 antagonist,TAAR1 antag,CHO parental Ca,OXTR ag,CHRM1 agonist,V1aR counter,CHRM1 PAM,OXTR potentiate,TAAR1 ag
Cc1cccc(CCNC(=O)c2cccc3c2C(=O)N(C2CCCCC2)C3)c1,-7,12,-46,-1.7,-2,-0.6,11,-5,2
COc1cccc(/C=C(/C#N)c2ccc(F)cc2)c1OCc1cccc(C(=O)O)c1,1,-32,5,4.2,-4,0.5,3,-8,-2
CC(OC(=O)c1ccncc1)C(=O)Nc1cccc([N+](=O)[O-])c1 (stereo not drawn),-8,17,15,1.6,-3,0.1,9,-6,4
COCCN(C(=O)c1ccc(C#N)cc1)c1c(N)n(Cc2ccccc2)c(=O)[nH]c1=O,-12,-14,-9,0.2,-3,-0.3,9,-5,2
CCCCCCN(C(=O)CCCCCN1C(=O)NC(c2ccc([N+](=O)[O-])cc2)C(C(=O)OCc2ccccc2)=C1C)C(C(=O)NCCCC)C1CCCCC1 (stereo not drawn),-2,-24,-20,.,-4,.,4,.,5
O=C(COC(=O)c1ccc(Cl)nc1)Nc1ccc(N2CCOCC2)cc1,-8,-7,.,.,2,.,12,.,0
Cc1cc(C)n(C(=O)CSc2ccc(Cl)cc2)n1,2,8,4,0.5,-4,0.2,8,2,2
COc1cc(C(CC(=O)Nc2ccc(C)cn2)N2Cc3ccccc3C2=O)cc(OC)c1OC (stereo not drawn),-8,-8,-17,0.6,-4,0.8,10,-6,3
Cc1oc(-c2cc3c(cc2Cl)OCO3)nc1CN1CCCC(C(=O)N2CCOCC2)C1 (stereo not drawn),-3,7,-26,-0.5,-5,0.7,4,1,-1
CC12CCC3c4ccc(O)cc4CCC3C1CC(=NO)C2O (stereo not drawn),1,-8,.,.,8,.,6,.,7
CCCc1cc(=O)[nH]c(SCC(=O)Nc2sccc2C#N)n1,2,-15,.,.,2,.,1,.,-1
COc1ccc(/C=N/NC(=O)c2cc[n+]([O-])cc2)cc1OC,-12,.,-3,-0.1,-1,0.5,2,-4,.
COc1ccc(N(C(=O)Cn2nnc(-c3ccc(F)cc3)n2)C(C)C(=O)NC2CCCC2)cc1 (stereo not drawn),-8,-7,-22,-1.9,-10,-0.8,8,0,-3
CN1OC[C@@H]2CN(Cc3ccccc3)[C@H](c3ccc(N4CCCCC4)cc3)C[C@@H]21,11,-26,.,.,-8,.,-6,.,0
Cc1ccc(-c2cc(C(F)F)nc(N3CCC(C)CC3)n2)cc1,-12,-40,-13,-0.4,-2,2.4,8,-1,2
Cc1cccc(NC(=O)CCC(=O)Nc2nnc(C(F)(F)F)s2)c1,7,-5,2,2.1,-1,1.1,1,2,5
Cc1ccsc1/C=C1\Oc2cc(O)ccc2C1=O,-3,7,.,.,5,.,-3,.,9
Cc1ccc(C)n1-c1ccc(C(=O)NN)s1,-9,-1,11,-1.6,-5,-0.5,8,-2,2
N=C1C(c2nc3ccccc3s2)=C(O)CN1C1CCC(O)CC1 (stereo not drawn),.,3,14,4.1,.,0.8,.,-6,1
Cc1cccc(C)c1NC(=O)CSc1ncnc2nc[nH]c12,-20,-1,-7,0.1,-1,-0.1,3,1,-1
COCCn1c(SC(C)C(=O)NCC2CCCO2)nc2sc3c(c2c1=O)CCC3 (stereo not drawn),-10,-1,-22,-2.3,-4,-0.9,-2,1,-1
CCCNC(=O)c1cc(C2CCCCN2C(=O)c2ccc(C#N)cc2)on1 (stereo not drawn),-3,-14,.,.,-5,.,8,.,1
COC(=O)CSc1nc(N2CCOCC2)c2c(c1C#N)CC(C)(C)OC2,-10,-2,-10,-1.2,-7,3.3,5,-16,1
O=C(Nc1ccc(F)cc1F)c1csc(-c2ccncc2)n1,-7,1,3,-2.9,-6,-0.9,7,-15,-2
CCCCN(c1ccccc1)S(=O)(=O)c1cccc(C(=O)O)c1,0,-1,-1,-0.7,-5,1.0,3,-8,0
O=C(COC(=O)c1ccc(S(=O)(=O)N2CCOCC2)cc1)NCc1ccccc1,-10,-3,8,0.5,-4,0.5,9,6,10
O=C(CO/N=C/c1ccccc1Cl)N1CCCc2ccccc21,-12,0,-22,-1.5,-8,0.4,3,-13,2
CCNC(=O)C1CCCN(Cc2cc(C(F)(F)F)ccc2Cl)CC1 (stereo not drawn),-18,-2,.,.,-6,.,13,.,3
COc1cccc(C(=O)COC(=O)CCC(=O)NC2CCCCC2)c1,-3,10,-10,-0.7,-6,0.3,6,-6,0
O=C(c1cccs1)c1cn(CC(=O)N2CCc3ccccc3C2)c2ccccc12,7,27,-29,-0.6,-2,0.6,0,-11,2
CCOC(=O)c1cc(-c2ccccc2)sc1NC(=O)CCN1C(=O)c2ccccc2C1=O,-1,-23,-10,-0.3,-3,1.2,9,1,1
CC(C)(C)NC(=O)COC(=O)c1cc(Cl)ccc1[N+](=O)[O-],-7,-3,-11,-1.1,-5,-0.1,4,-22,0
Cc1[nH]c2ccccc2c1C(=O)COC(=O)C1CCC1,-8,-5,3,-1.1,-2,-0.5,11,-1,1
CCOc1ccc(NC(=O)N(Cc2ccc(C)cc2)Cc2ccccn2)cc1,-14,-2,-24,-2.1,-8,-0.4,7,-8,1
Nc1c(C(=O)C2CC2)sc2nc(-c3ccccc3)cc(C(F)(F)F)c12,-8,2,9,2.4,3,6.2,11,-14,20
CCOc1ccccc1C=NN1CCCCCC1,-15,-37,.,.,-8,.,1,.,-1
O=C(NCCOc1cccnc1)C1CCC(=O)N(Cc2ccccc2F)C1 (stereo not drawn),-16,-10,-8,0.7,-1,0.5,12,-2,1
Cc1cc(C)c2oc(C(=O)NCCc3ccc(S(N)(=O)=O)cc3)cc(=O)c2c1,-15,-11,1,-0.4,-2,-0.2,10,2,1
O=S(=O)(Nc1cccc(-c2ccc(N3CCOCC3)nn2)c1)c1ccc(Cl)c(Cl)c1,1,17,-32,1.4,-4,-0.6,-2,-2,5

# Records above printed as active in CHRM1 agonist.
Structure,CHRM1 antagonist,TAAR1 antag,CHRM1 agonist,CHRM1 PAM,TAAR1 ag
Cc1ccccc1C(=O)NNC(=S)NC(=O)c1ccc(Cl)cc1Cl,18,109*,85*,-25,181*
